MC4R antag cAMP: human MC4R antagonism in cAMP assay. P32245. MC4R-expressing cells, MTII-stimulated cAMP, LANCE TR-FRET. inhibition, % at 6.5 µM. 360,000 compounds, 0.48% hits. AID 540295;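 active = inhibition above its plate's cutoff, the mean of tested wells on that plate plus 3 SD, cut at about 29% in these data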;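 also: 0% = Melanotan II alone and 100% = Melanotan II plus saturating MCL0020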
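Test system: U2OS cells stably expressing human melanocortin 4 receptor (MC4R); also added: Melanotan II challenge; compound: 6.5 µM single dose; timing: 30-min compound preincubation, 1-h Melanotan II challenge, 1-h detection, room temperature; signal: Eu-cAMP/anti-cAMP TR-FRET, emission 671 nm; repeats: one well per compound, no replicates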
HTR2A ag: activates the mouse 5-HT2A serotonin receptor | P35363 | CHO-K1 mHTR2A beta-arrestin complementation, luminescence; percent of 30 µM serotonin response | activation, % at 7.6 µM | 360,000 compounds, 0.66% hits;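 active = activation above a run cutoff, the mean activation of all tested compounds plus 3 SD, cut at about 14% in these data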;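 also: 0% = plate median of compound wells and 100% = 30 µM serotonin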
SRC2 inh: inhibits human steroid receptor coactivator 2; inhibition, % at 9 µM; 370,000 compounds, 0.17% hits; HEK293 GAL4-SRC2 luciferase reporter, luminescence; Q15596;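 active = inhibition above the mean inhibition of all tested compounds plus 3 SD, set per campaign, cut at about 52% in these data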;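 also: 0% = DMSO treated cells and 100% = cells given Gossypol at 36 µM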
Target sequence (Q15596 whole entry, looked up, the tested form may be a part): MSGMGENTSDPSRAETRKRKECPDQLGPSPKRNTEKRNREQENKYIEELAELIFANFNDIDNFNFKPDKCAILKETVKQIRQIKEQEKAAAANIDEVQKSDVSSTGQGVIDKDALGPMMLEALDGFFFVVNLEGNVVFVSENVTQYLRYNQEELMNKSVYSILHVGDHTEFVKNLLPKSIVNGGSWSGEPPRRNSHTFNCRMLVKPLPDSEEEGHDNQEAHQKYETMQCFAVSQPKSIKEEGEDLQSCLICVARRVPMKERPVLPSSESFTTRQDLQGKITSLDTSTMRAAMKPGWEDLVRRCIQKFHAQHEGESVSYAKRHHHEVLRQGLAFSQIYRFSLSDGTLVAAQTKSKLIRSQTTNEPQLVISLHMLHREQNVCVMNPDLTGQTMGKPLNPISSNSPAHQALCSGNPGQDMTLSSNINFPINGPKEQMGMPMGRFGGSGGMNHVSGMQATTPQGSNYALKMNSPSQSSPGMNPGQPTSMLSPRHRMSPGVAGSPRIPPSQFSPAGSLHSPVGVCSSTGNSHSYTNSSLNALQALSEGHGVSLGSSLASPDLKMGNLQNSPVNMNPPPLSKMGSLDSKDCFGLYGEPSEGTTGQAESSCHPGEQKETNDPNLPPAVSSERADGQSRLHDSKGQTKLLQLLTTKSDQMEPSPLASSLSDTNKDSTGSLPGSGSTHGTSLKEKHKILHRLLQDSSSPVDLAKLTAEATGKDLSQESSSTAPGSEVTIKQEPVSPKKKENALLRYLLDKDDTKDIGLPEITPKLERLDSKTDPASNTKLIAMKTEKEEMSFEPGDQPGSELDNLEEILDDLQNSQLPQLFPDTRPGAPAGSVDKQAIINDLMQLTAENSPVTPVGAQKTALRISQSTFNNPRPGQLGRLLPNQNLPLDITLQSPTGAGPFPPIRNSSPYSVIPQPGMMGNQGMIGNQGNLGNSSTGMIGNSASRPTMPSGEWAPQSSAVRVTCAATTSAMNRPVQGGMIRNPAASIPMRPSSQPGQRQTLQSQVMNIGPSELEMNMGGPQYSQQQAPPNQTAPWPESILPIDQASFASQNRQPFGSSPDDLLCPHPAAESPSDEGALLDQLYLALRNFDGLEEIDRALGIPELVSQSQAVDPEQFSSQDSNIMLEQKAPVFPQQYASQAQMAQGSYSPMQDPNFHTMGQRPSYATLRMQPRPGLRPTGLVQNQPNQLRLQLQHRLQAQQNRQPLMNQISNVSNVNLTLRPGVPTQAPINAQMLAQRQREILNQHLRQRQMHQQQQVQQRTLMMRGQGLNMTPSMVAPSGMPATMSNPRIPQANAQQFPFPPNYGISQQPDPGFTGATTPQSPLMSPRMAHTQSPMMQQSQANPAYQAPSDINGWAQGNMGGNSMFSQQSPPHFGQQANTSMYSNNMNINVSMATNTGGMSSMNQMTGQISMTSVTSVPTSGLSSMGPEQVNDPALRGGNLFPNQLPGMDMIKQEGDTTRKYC
ABCB6 inh MLPCN: human ABCB6 transporter inhibition. K562-ABCB6 porphyrin accumulation, flow cytometry, 1 h; active compounds read low. fluorescence ratio to DMSO, % at 10 µM. 360,000 compounds, 0.19% hits. AID 602162;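 active = fluorescence ratio to DMSO below 75%, the collection mean minus 3 SD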;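 also: signal is porphyrin accumulated inside mitochondria; 100% equals median channel fluorescence of DMSO control wells; lower ratio means ABCB6 inhibition with less porphyrin fluorescence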
TLR9-MyD88 inh: TLR9-MyD88 interaction inhibition; CHO BLA complementation TLR9-MyD88, CCF4 FRET ratio; inhibition, % at 4.98 µM; 340,000 compounds, 0.21% hits;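 active = inhibition above the mean over all tested compounds plus 3 SD, cut at about 21% in these data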;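 also: 0% = DMSO only wells and 100% = clavulanate BLA inhibitor control wells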
ABHD5-PLIN5 inh: ABHD5-PLIN5 protein interaction inhibition; Q00G26+Q8WTS1; Split G. princeps luciferase complementation, luminescence, 4 h; inhibition, % at 4 µM; 360,000 compounds, 0.78% hits; AID 602281;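 active = inhibition above the mean inhibition across every tested compound plus 3 SD, cut at about 22% in these data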;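 also: 0% = DMSO only wells and the 100% control is not disclosed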
MC4R barr agon: activates human MC4R beta-arrestin recruitment. U2OS MC4R beta-arrestin complementation, luminescence; percent of melanotan II response, DMSO zero. activation, % at 8.9 µM. 360,000 compounds, 0.98% hits;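 active = activation above a per-plate cutoff, the mean activation of sample wells on that plate plus 3 SD, cut at about 8% in these data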
N-glyco inh: blocks N-linked glycosylation in D54 reporter cells | D54 ERlucT glycosylation luciferase reporter, 24 h; percent of 100 nM tunicamycin response | reporter increase, % at 12.5 µM | 360,000 compounds, 0.23% hits;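 active = mean luciferase reporter signal, scaled so untreated is 0 and the glycosylation-blocking control 100, at or above a set limit in every replicate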;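 also: luciferase carries N-glycosylation sites so blocking glycosylation raises the light; 0% = median of neutral control wells and 100% = median of 100 nM tunicamycin wells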
NOD2 RIPK2 PPI: NOD2-RIPK2 protein interaction inhibition; CHO BLA complementation NOD2-RIPK2, CCF4 ratio; inhibition, % at 4.98 µM; 360,000 compounds, 0.38% hits; AID 624267; O43353; in the data active = inhibition above about 21%;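 also: 0% = vehicle only and 100% = reference blocker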
Cardio protect: protects H9c2 cardiomyocytes from peroxide injury; 360,000 compounds, 0.63% hits; protection from H2O2 cell death, % at 20 µM; H2O2 injury protection, ATPLite, 2 h;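 active = compounds giving at least 50% protection of heart cells from peroxide-induced death in the single-dose screen, raw or plate-pattern-corrected value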;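 also: 0% = DMSO wells with peroxide and 100% = DMSO wells without peroxide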
Starred values were filed as active, the others as inactive; i = inactive; / = no result given. Some of the compounds tested. The share of hits here may be higher or lower than overall.

SMILES	MC4R antag cAMP	HTR2A ag	SRC2 inh	ABCB6 inh MLPCN	TLR9-MyD88 inh	ABHD5-PLIN5 inh	MC4R barr agon	N-glyco inh	NOD2 RIPK2 PPI	Cardio protect
COc1ccc(C(=O)/C=C2/Sc3cc4c(cc3N2C)OCO4)cc1	-5	-1	-14	91	-9	8	1.6	0	-4	2
COC(=O)c1cc(C(=O)OC)n(Cc2ccc(F)cc2)c1C	8	-4	12	92	0	3	-1.2	3	3	9
O=C(COc1ccc(S(=O)(=O)N2CCOCC2)cc1Cl)NCCCn1ccnc1	3	1	14	99	-5	-6	-0.9	1	8	5
CCOC(=O)c1cccc(NC(=O)N[C@@H](C)C(=O)OC)c1	-3	3	1	114	-6	5	0.6	2	-11	-8
CCc1ccc(Nc2nc(C)cc(C)c2C(N)=O)cc1	-1	0	-25	96	3	3	0.7	0	2	-1
Cc1ccccc1CSc1nnc(-c2cnccn2)n1C	16	-2	0	97	/	-5	0.3	6	-18	-3
O=C(NCCc1ccccc1)c1n[nH]c(=O)c2ccccc12	1	1	-43	88	3	-2	-2.9	1	3	7
CCOC(=O)Cn1c(C(F)(F)F)nc2nc(Cl)c(Cl)nc21	25	-2	6	99	3	7	-3.3	1	8	0
CCn1c(=O)c(C(=O)CN(C)CC(=O)Nc2cccc(F)c2)c(N)n(Cc2ccccc2)c1=O	7	1	26	97	-5	5	2.2	-4	-5	-6
COc1ccc(CN2CCNC(=O)C2CC(=O)NCCc2nc(C)c(C)s2)cc1C (stereo not given)	3	3	-5	96	-6	-6	-1.8	1	0	1
COc1cccc(OC)c1OCCOCCN1CCN(C)CC1	11	-7	-31	113	-2	-2	1.6	2	-4	2
O=C(NCc1ccco1)C1CCCN1S(=O)(=O)c1ccc2ccccc2c1 (stereo not given)	18	-3	-13	102	-4	6	-1.0	-1	-1	5
CCOC(=O)C1CCN(Cc2c(C(=O)N3CCOCC3)nc3c(C)cccn23)CC1	7	-6	5	111	-7	8	4.1	0	-5	4
Cc1ccccc1NC(=O)Cc1c(O)c2ccccc2[nH]c1=O	-1	2	-33	92	-4	5	0.2	0	-3	-1
CN(C)c1ccc(NC(=S)NCC2CCCO2)cc1 (stereo not given)	-2	5	-46	98	-6	3	0.4	-1	4	-9
COc1ccccc1N1CCN(C(=O)c2c(C)cc(=O)oc2C)CC1	6	0	-23	100	10	-4	-0.1	1	8	-8
Cc1cccc(N2C(=O)CC(N3CCN(Cc4ccc(Cl)cc4)CC3)C2=O)c1 (stereo not given)	10	-1	-22	92	0	8	-0.8	-2	0	6
O=C(N/N=C/c1cccc2nccnc12)c1ccccc1O	-6	-1	9	98	-1	4	-2.5	8	-2	12
O=C(COc1ccc2c3c(c(=O)oc2c1)CCC3)c1ccc2c(c1)OCO2	-1	1	-2	105	2	1	2.0	0	-4	8
O=C(c1cnn(-c2ccc(Cl)cc2)c1)c1ccccc1O	-1	1	-31	96	0	-10	-0.3	-13	-9	-20
O=C(N/N=C1\CC2CC=CC12)c1ccc(O)cc1 (stereo not given)	-4	11	-34	89	6	6	3.1	2	-9	-4
CC(C)Oc1ccc(C2CC(=O)N(c3cccc(/C=C/C(=O)O)c3)C2=O)cc1 (stereo not given)	5	-1	0	104	2	2	-1.4	2	-1	0
CC(=O)C1=C(O)C(=O)N(CCc2ccccc2)C1c1ccccc1[N+](=O)[O-] (stereo not given)	2	7	8	105	4	-2	1.9	2	-1	-5
S=c1[nH]nc(-c2ccncc2)n1/N=C/C=C/c1ccco1	-6	2	-1	106	2	3	-2.6	-1	1	5
O=C(CCCOc1ccccc1)N1CCc2ccccc2C1	4	-1	-35	76	-8	-5	-0.7	-2	-2	11
SMILES	MC4R antag cAMP	HTR2A ag	SRC2 inh	ABCB6 inh MLPCN	TLR9-MyD88 inh	ABHD5-PLIN5 inh	MC4R barr agon	N-glyco inh	NOD2 RIPK2 PPI	Cardio protect
CN(CCOc1ccc(Cl)cc1)C(=O)Cc1ccc(S(=O)(=O)N2CCOCC2)s1	3	2	27	95	7	-5	-3.9	1	5	-10
O=C(Nc1ccnn1C1CCN(Cc2ccc(O)c(Cl)c2)CC1)C1CCCC1	1	-1	11	96	8	-10	-0.6	-1	7	-3
N#Cc1ccc(C(=O)OCC(=O)N2CCCC2)cc1	1	-2	-5	102	-8	-5	-1.8	0	-1	14
COc1ccc(NC(=O)CN2CCN(CC#N)CC2)cc1	5	1	-27	98	7	3	-0.3	2	4	-4
CCSc1oc(-c2ccccc2)nc1S(=O)(=O)c1ccccc1	13	-2	3	100	8	0	1.2	-3	-7	-4
O=C(N/N=C/c1ccc2c(c1)OCO2)c1cc2ccccc2o1	-7	-4	-13	101	12	2	-0.1	-1	-12	0
CC(C)COC(=O)N1CCCC(c2cc(C(=O)Nc3ccccc3Cl)no2)C1 (stereo not given)	11	-2	-10	93	/	-3	-0.6	0	-10	-8
OCCN1CCN(CC/C=C2/c3ccccc3Sc3ccc(Cl)cc32)CC1	4	-4	12	96	-6	5	5.7	-2	-6	-19
Cc1c(C(=O)C(=O)NCc2cccs2)c2ccccc2n1C	-3	-3	7	101	8	1	-1.7	1	-3	10
O=C(C1CCC(CNc2c(N3CCCCC3)c(=O)c2=O)CC1)N1CCN(C2CCCCC2)CC1 (stereo not given)	-1	0	-9	97	5	-4	-1.5	-5	-8	8
COc1ccc(-c2cn3c(n2)CCC3)cc1	3	4	-35	89	-6	4	-1.7	-2	3	-19
CC(C)(C)c1ccc(C(=O)NCCC(=O)Nc2ccc(S(=O)(=O)Nc3nccs3)cc2)cc1	14	-6	-6	99	-1	11	2.5	0	-7	1
CC[C@@H](C)C(N)c1cn([C@@H](CCC(=O)O)C(=O)N2CCNCC2)nn1 (stereo not given in full)	5	6	-21	96	-3	-7	0.1	0	-14	4
Cc1ccccc1-c1csc(C(O)c2ccccc2)n1 (stereo not given)	0	5	-25	97	/	-6	-0.9	0	2	-4
CCN(C(=O)CN1C(=O)/C(=C/c2ccccc2)SC1=S)C1CCS(=O)(=O)C1 (stereo not given)	-5	0	1	103	-4	1	-1.9	-2	0	1
CCN(CC)c1ccc(/C=C(\C#N)C(=O)c2ccc(Br)cc2)cc1	3	-1	-1	i	6	8	-3.4	3	-2	-12
CCCCC(=Nc1ccc(N)cc1)C1=C(O)C(C(=O)OC)C(C)(C)CC1=O (stereo not given)	-9	-7	-23	98	7	-18	0.2	10	-5	3
CC(C)CCNC(=O)C(c1ccco1)N(Cc1ccc(F)cc1)C(=O)c1snc(C(N)=O)c1N (stereo not given)	1	-5	7	101	-2	1	-0.6	-3	3	15
CCOC(=O)NC1=NCC(C)(C)S1	4	-1	-2	92	-4	2	-0.3	0	-6	-4
CCOC(=O)C1CCCN(c2nc3c(C)cccn3c(=O)c2/C=C(\C#N)C(=O)NCc2ccco2)C1 (stereo not given)	13	4	-38	98	-5	9	1.7	2	-3	25
Cc1ccc(C(=O)Cn2c(C)cc(C)c(C#N)c2=O)cc1	14	-1	-24	98	1	4	2.0	2	1	1
CCOC(=O)C1=C(C)NC(C)=C(C(=O)OCC)C1C(=O)OCC(=O)N1CCCCC1C (stereo not given)	-1	0	15	98	-7	15	-0.8	4	-8	5
COc1ccc(C2=CC(=O)C[C@H](c3ccc(OC)c(OC)c3)C2)cc1	7	-2	-13	90	-10	6	-2.7	1	-7	-21
CC(NC(=O)CCC(=O)N1CCCCCC1)c1ccccc1 (stereo not given)	-2	-1	3	94	-5	1	-2.5	2	-10	-5
COc1ccc(Br)cc1[C@H]1[C@@H]2C=CCC[C@@]2(C)C(=O)N1Cc1ccccc1	-5	-4	2	101	7	-4	0.2	0	-8	-2
SMILES	MC4R antag cAMP	HTR2A ag	SRC2 inh	ABCB6 inh MLPCN	TLR9-MyD88 inh	ABHD5-PLIN5 inh	MC4R barr agon	N-glyco inh	NOD2 RIPK2 PPI	Cardio protect
Cc1ccc(S(=O)(=O)N(C)c2ccc(C(=O)N3CCN(Cc4ccc5c(c4)OCO5)CC3)cc2)cc1	-10	8	22	100	-1	12	-1.1	-3	-10	-3
CCOC(=O)C(CC)Sc1cc(C)nc2ccc(OC)cc12 (stereo not given)	17	2	-11	102	-10	-6	-0.3	-1	-2	-9
CCc1cc2c(Sc3nc4ccccc4s3)ncnc2s1	2	5	35	91	-6	2	0.1	6	0	-16
COc1ccc(S(=O)(=O)N2CCCCCC2)cc1C(=O)N1CCN(C(C)=O)CC1	6	0	-28	95	-2	-6	-1.4	-1	-1	-4
COc1cccc(C(=O)CSc2nc3cccnc3n2C)c1	5	13	-6	92	-9	-2	2.7	3	-2	1
O=C(c1ccco1)N1CCN(c2ccc([N+](=O)[O-])cc2F)CC1	15	-5	-15	104	-7	-2	0.0	0	-14	-6
Cn1nc(N)c2ncc(-c3ccc(Cl)cc3)nc21	5	4	-8	107	1	16	1.6	0	-19	-10
COc1ccc(C2=CC(=O)CC(c3ccc(F)cc3)C2)cn1 (stereo not given)	2	8	-21	98	-8	3	-0.5	-3	8	-3
COc1ccc(/C=C/C(=O)Nc2cc(S(=O)(=O)N3CCOCC3)ccc2C)cc1OC	3	6	-7	95	7	-2	0.9	1	-8	0
Cc1ccc(NC2(C(F)(F)F)N=C(c3ccccc3)NC2=O)nc1 (stereo not given)	3	-3	-2	91	-5	0	1.4	1	-4	-4
CCOC(=O)c1ccc(NC(=S)Nc2cc(C)cc(C)n2)cc1	-4	2	2	90	-4	0	1.5	3	0	-5
Nc1nc(-c2ccc(Cl)cc2)c(N=Nc2ccc(S(=O)(=O)N3CCOCC3)cc2)s1	-9	0	-1	92	1	4	-3.5	0	-16	14
CC(C)(C)c1ccc(C(=O)N2CCC2(C)C(=O)NCc2cccc3ccccc23)cc1 (stereo not given)	7	-4	16	94	/	-22	1.9	-1	0	-21
O=C(c1nc2ncccn2n1)N1CCN(c2ccc(F)cc2)CC1	17	1	2	102	-4	-6	0.0	1	7	0
C#CCOCCOCCOCCNc1nc(N2CCN(C(=O)CCCCCCCCCCNC(=O)[C@H](CCCCN)n3cc(CCO)nn3)CC2)nc(N2CCN(C(=O)CCCCCCCCCCNC(=O)[C@H](CCCCN)n3cc(CCO)nn3)CC2)n1	4	-7	/	94	-7	29*	0.1	5	8	-3
Cc1oc(C(C)(C)C)cc1C(=O)N1CCN(C(c2ccccc2)c2ccccc2)CC1	6	-6	12	101	-12	1	-2.0	-1	-4	-1
Cc1oc(-c2ccc(Cl)cc2)nc1CN1CCC(C(=O)NCCCN2CCOCC2)CC1	4	-3	-14	99	-3	2	2.6	0	-2	4

In the list so far, two contain a COOH group.
SMILES	MC4R antag cAMP	HTR2A ag	SRC2 inh	ABCB6 inh MLPCN	TLR9-MyD88 inh	ABHD5-PLIN5 inh	MC4R barr agon	N-glyco inh	NOD2 RIPK2 PPI	Cardio protect
CC(C)Oc1ccc(C2CC(=O)N(c3cccc(/C=C/C(=O)O)c3)C2=O)cc1 (stereo not given)	5	-1	0	104	2	2	-1.4	2	-1	0
CC[C@@H](C)C(N)c1cn([C@@H](CCC(=O)O)C(=O)N2CCNCC2)nn1 (stereo not given in full)	5	6	-21	96	-3	-7	0.1	0	-14	4
